ERK EGF inh: EGF-driven ERK pathway inhibition. HEK293-V1b, EGF-stimulated phospho-ERK AlphaScreen. 130,000 tested, 0.41% active. AID 1454. Potency, µM (series often up to 11.5 µM), without a hit: at the top dose activity change, negative = inhibition, actives largely listed as inhibitors; active means well fitted inhibition curve with a large enough effect; inconclusive means small, poorly fitted or top-dose-only effect, or effect the other way;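 further: plate controls were stimulated vehicle wells for no effect and unstimulated vehicle basal for full effect; nearly all actives have a fitted effect of over 55% in size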
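In this qHTS, HEK293 cells with stable type-1 vasopressin (V1b) receptor were exposed to compound at 37C for 30 min, stimulated 5 min with EGF at 25 nM, lysed, and probed for phospho-ERK by AlphaScreen.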
Active calls of the source: *; ? = inconclusive; [ ] = another dose, or the depositor's remark. Potency means the concentration at half of the fitted maximal effect.

SMILES | ERK EGF inh
CCCCN(c1ccccc1)S(=O)(=O)c1cccc(C(=O)O)c1 | -4%
O=C(NCCN1C(=O)S/C(=C\c2ccc(F)cc2)C1=O)C1CCN(S(=O)(=O)c2cccs2)CC1 | 6%
CC(C)(CNC(=O)C1CCCN1C(=O)c1cccs1)N1CCOCC1 (centres undefined) | -2%
CCC(=O)Nc1ccc(C(=O)N/N=C/c2ccc([N+](=O)[O-])cc2)cc1 | 4%
CCOC(=O)CC(NC(=O)c1cc2cc(Cl)cc(Cl)c2oc1=O)c1cccc([N+](=O)[O-])c1 (centres undefined) | 5%
O=C(CCC(=O)Nc1ccccc1)NNC(=O)COc1ccccc1 | 4%
CCC(=O)N1CCN(C(=O)c2ccccc2)CC1 | 9%
CN1CCc2c(sc(NC(=O)c3ccc(S(=O)(=O)N4CCc5ccccc54)cc3)c2C(N)=O)C1 | 15%[57.5 µM]
COc1ccc(-n2c(=O)c3c4c(sc3n3c(=S)[nH]nc23)CCC4)cc1 | -1%[57.5 µM]
Cc1occc1C(=O)Nc1cccc2ccccc12 | 6%
COc1ccc(C(C)=O)cc1CSc1nnc(-c2ccncc2)n1C | 0%
O=C(CSC(=S)N1CCCCC1)Nc1ncc2c(n1)CCCC2=O | -2%[57.5 µM]
CCC(=O)N1N=C(c2ccc(Cl)cc2)CC1c1ccco1 (centres undefined) | -18%[57.5 µM]
Cc1ccccc1Cn1ccc(NC(=O)c2onc(C)c2Cl)n1 | 5%
O=C(/C=C/c1ccccc1[N+](=O)[O-])OCC(=O)c1ccccc1 | 2%
CC(C)Sc1sc(C(=O)O)c(-c2ccc(Cl)cc2)c1C#N | 5%[57.5 µM]
O=S(=O)(Nc1ccc(N2CCOCC2)cc1)c1ccc(F)cc1 | 1%
O=C(COC(=O)CCc1nc2ccccc2s1)NC(=O)NCc1ccco1 | -4%
O=C(Oc1cncc(Cl)c1)c1ccco1 | 0%
COC(=O)c1c(NC(=O)c2ccc(C)cc2)csc1C | 12%[57.5 µM]

Some of these compounds in order of SMILES length, descending.
SMILES | ERK EGF inh
CCOC(=O)CC(NC(=O)c1cc2cc(Cl)cc(Cl)c2oc1=O)c1cccc([N+](=O)[O-])c1 (centres undefined) | 5%
COc1ccc(-n2c(=O)c3c4c(sc3n3c(=S)[nH]nc23)CCC4)cc1 | -1%[57.5 µM]
O=C(/C=C/c1ccccc1[N+](=O)[O-])OCC(=O)c1ccccc1 | 2%
O=C(CCC(=O)Nc1ccccc1)NNC(=O)COc1ccccc1 | 4%
CCC(=O)N1CCN(C(=O)c2ccccc2)CC1 | 9%

Next section.
SMILES | ERK EGF inh
CCc1ccc(OCC(=O)NC(NC(=S)Nc2ccc(Cl)cc2)C(Cl)(Cl)Cl)cc1 (centres undefined) | 6%
Cc1ccc(C(=O)N2CCc3ccccc32)cc1NC(=O)c1ccco1 | -2%
O=C(c1cnccn1)N1CCC2(CCCN(c3ccccc3)C2)CC1 | 8%
Cc1cc2c3ccccc3ncn2n1 | 7%[57.5 µM]
COc1ccc([N+](=O)[O-])cc1NC(=O)/C=C/C(=O)O | -11%
Cc1ccc(C)c(N2CCN(C(=S)Nc3ccc4nc(N5CCN(C)CC5)cc(C)c4c3)CC2)c1 | 8%
O=C(O)/C=C/C(=O)Nc1ccc(Cc2ccc(NC(=O)/C=C/C(=O)O)cc2)cc1 | 2%[57.5 µM]
COc1cccc(-c2cc(C(=O)NCCCn3ccnc3)c3ccccc3n2)c1 | 4%
Cc1cc(NS(=O)(=O)c2ccc(N3C(=O)C4C5C=CC(C5)C4C3=O)cc2)nc(C)n1 (centres undefined) | -7%
COc1ccc(-c2cc(CCCC(=O)NCCc3ccccc3)no2)cc1 | -4%[57.5 µM]
CCCCOC(=O)N1CCOCCOCCOCC1 | -5%[57.5 µM]
COc1cccc(C(Nc2ccccn2)c2c(NC(=O)c3ccco3)sc(C)c2C)c1 (centres undefined) | -5%
CCOC(=O)c1ccccc1NC(=O)CSc1nnnn1C | 4%
CCc1cc[n+](/C(C(=S)Nc2cccc(C)c2)=C(/[O-])c2ccc(C)c([N+](=O)[O-])c2)cc1 | -3%
O=C(NC1CC1)C1=C[C@@H](C2CC2)C[C@@H](OCc2ccc(CO)cc2)O1 | 0%[57.5 µM]
CC(=O)c1n[nH]nc1Nc1nc(C)cc(C)n1 | 11%
CCN(CC)S(=O)(=O)c1ccc(N2CCOCC2)c(NC(=O)c2cccc(C#N)c2)c1 | -5%
CC(C)CC(=O)Nc1ccc(-c2nc3ccccc3c(=O)o2)cc1 | 8%
CCCN(CCC)CC(C)(C)NS(=O)(=O)c1ccc(Cl)cc1 | -12%[57.5 µM]
Nc1nn(S(=O)(=O)c2ccccc2)cc1-c1cccc([N+](=O)[O-])c1 | 0%[57.5 µM]
CC(=O)N(C)c1ccc(NC(=S)Nc2cccc3ccccc23)cc1 | 6%
COc1ccc(-n2cc(CNC3CCN(C)CC3)c(-c3cccc(F)c3)n2)cc1 | -18%
O=C(Nc1ccn([C@H]2CC[C@@H](CO)O2)c(=O)n1)c1ccccc1 | 5%[57.5 µM]
Fc1ccccc1OCCSc1ncnc2nc[nH]c12 | -2%
CC(=O)/C(N=Nc1ccc2c(c1)OCO2)=C(\C)O | -8%
Cc1c(Cl)cc(-n2cnnn2)cc1[N+](=O)[O-] | -3%
CCOC(=O)CCCN1CC(O)=C(c2nc3ccccc3s2)C1=N | -4%
C#CCSc1n[nH]c(=O)n1-c1cccc(C(F)(F)F)c1 | 7%[57.5 µM]
CC(=O)N/C(=C/c1ccc2c(c1)OCO2)C(=O)NCCO | 1%[57.5 µM]
CCCn1c(/C=N/Nc2nc3ccccc3[nH]2)nc2ccccc21 | 10%
COc1ccc(C2c3sc(=O)[nH]c3SC3C4CCC(C4)C23)cc1OC (centres undefined) | 1%
CCn1nc(C)c(CNC(=O)CC2C(=O)NCCN2CC(C)C)c1C (centres undefined) | -8%[57.5 µM]
COC(=O)CSCC(=O)Nc1nnc(-c2ccccc2C)s1 | 16%
COCCN=c1scc(-c2ccc3c(c2)NC(=O)CO3)n1/N=C(\C)c1ccc(O)cc1 | ?
CCOC(=O)CCSc1nc(C(C)(C)C)cc(C(F)(F)F)c1C#N | 14%
O=C(CN=C1NC(=O)C(c2ccccc2)(c2ccccc2)N1)NCc1ccc(F)cc1 | -4%
O=C(/C=C/c1c(Cl)nc2ccccn12)N1CCN(c2ccccc2F)CC1 | 10%
CCCCOC(=O)c1ccc(NC(=O)C(=O)NCCN(CC)CC)cc1 | -1%[57.5 µM]
CS(=O)(=O)N1CCC(C(=O)N2CCN(c3ccccc3F)CC2)CC1 | 2%
O=C(c1ccco1)N1CCN(C(=O)c2sccc2-c2ccccc2)CC1 | 1%

(list continues)
SMILES | ERK EGF inh
CCOC(=O)C(C)Sc1nc(=O)n2ccccc2n1 (centres undefined) | -2%
CNS(=O)(=O)c1cccc(C(=O)OCc2cc(=O)n3cc(Br)ccc3n2)c1 | 0%
COc1ccccc1NC(=O)c1cc2ccccc2nc1C | 0%
COc1cc(C(=O)N/N=C/c2ccccn2)cc(OC)c1OC | -4%
O=C(CCN1C(=O)C2CCCCC2C1=O)Nc1nc(-c2ccccc2)cs1 (centres undefined) | -12%[57.5 µM]
O=C(N/N=C\c1ccc(Br)cc1)c1ccc(Cn2cccn2)o1 | 3%
Cc1ccc(S(=O)(=O)C(c2ccccc2)c2c(C)noc2C)cc1 (centres undefined) | 8%
COc1cccc(C(=O)Nc2ccc3c(c2)C(=O)c2ccccc2C3=O)c1 | -6%
CCCCNC(=O)N1CCN(c2ccccc2OCC)CC1 | -7%
COc1cc2nc(SCC(=O)NCc3ccco3)n(Cc3ccc(Cl)cc3)c(=O)c2cc1OC | 2%
Cc1cccc(Cl)c1NC(=S)NN | 4%[57.5 µM]
C[C@H](O)C(=O)C1=Nc2c(nc(N)[nH]c2=O)NC1 | 0%
CC1CCN(c2nc(N3CCCCC3)nc(N3CCCCC3)n2)CC1 | 8%
O=C(COc1ccccc1Cl)Nc1cccnc1 | -1%
CCOC(=O)c1cnc(-n2nc(C)cc2C)nc1NNc1cc(C)nc(-c2ccccc2)n1 | 2%
COc1ccccc1/C=C/C(=O)OCC(=O)Nc1ccc(Cl)cn1 | 3%[57.5 µM]
O=C(COC(=O)CC1c2ccccc2CCN1S(=O)(=O)c1ccccc1)Nc1ccccc1 (centres undefined) | -9%
NS(=O)(=O)c1cccc(NC(=O)c2cc(-c3cccs3)nc3ccccc23)c1 | 5%[57.5 µM]
S=C(NC1CC1)N1CCN(c2ccc(Cl)cc2)CC1 | ?
O=C1CSC(c2cccnc2)N1c1cccc(Cl)c1 (centres undefined) | -3%
Cn1c(=O)c2c(ncn2CC(=O)N/N=C/C=C/c2ccccc2[N+](=O)[O-])n(C)c1=O | 1%[57.5 µM]
Cc1cccc(CSc2nc3c(c(=O)[nH]2)CCCC3)c1 | 9%
COC(=O)CC1C(=O)NCCN1C(=O)Nc1ccc(Cl)c(Cl)c1 (centres undefined) | -3%
O=C(NC(=S)Nc1ccccc1Cl)c1cnn2c(C(F)(F)F)cc(C(F)(F)F)nc12 | 0%[57.5 µM]
Cc1ccc(-n2nc3c(c2NC(=O)/C=C\c2ccc4c(c2)OCO4)CSC3)c(C)c1 | 1%
O=[N+]([O-])c1ccccc1NCCOc1ccccc1 | 2%
Cc1ccc(NC(=O)CSc2nnc(CN3CCOCC3)n2C)cc1C | 0%
CN(NC1OC(=O)c2ccccc21)c1ccccc1[N+](=O)[O-] (centres undefined) | -13%[57.5 µM]
CCCCOP(=O)(OCCCC)C(Nc1ccccc1)c1ccc2c(c1)OCO2 (centres undefined) | 0%
COc1ccc(S(=O)(=O)Nc2ccccc2Cl)cc1NC(C)=O | 1%
CCOc1ncccc1C(=O)OCC(=O)c1cccc(Br)c1 | 1%
CCN(CC)S(=O)(=O)c1ccc(OC)c(NC(=O)C2CC(=O)N(c3ccc(C)cc3)C2)c1 (centres undefined) | -10%
COc1ccccc1N1CCN(C(=O)c2ccccc2NC(=O)C2CCCCC2C(=O)O)CC1 (centres undefined) | -13%
COc1ccc(N(C(C)C(=O)Nc2ccc(S(=O)(=O)N3CCOCC3)cc2)S(C)(=O)=O)cc1 (centres undefined) | -6%
CC1CCCC(NC(=O)COC(=O)[C@@H](NC(=O)c2ccco2)C(C)C)C1C (some centres undefined) | 4%
O=C(c1ccc(F)cc1)C1CCN(C(=S)NCC2CCCO2)CC1 (centres undefined) | 0%
Cc1noc(C)c1C(=O)N1CCC2(CCN(Cc3ccc(C#N)cc3)CC2)CC1 | 12%
Cc1onc(-c2ccccc2)c1C(=O)c1c[nH]c(C(=O)NCc2ccncc2)c1 | -6%
COc1cc(C2Nc3ccccc3NC3=C2C(=O)CC(c2ccc(OC)c(OC)c2)C3)ccc1O (centres undefined) | -1%[57.5 µM]
O=C(C1CCN(CC2CCCCC2)CC1)N1CCCC1 | 4%
COC(=O)C(CCCN1C(=O)c2ccccc2C1=O)(NC(C)=O)c1nnn(C)n1 (centres undefined) | -5%
O=C(CCC(=O)c1ccc(F)cc1)Nc1cccc(C(F)(F)F)c1 | 6%
O=C(/C=C/c1ccc(S(=O)(=O)N2CCOCC2)cc1)N(CCO)Cc1ccccc1 | 0%[57.5 µM]
CC(C)Oc1cccc(C(=O)Nc2ccc(Br)cc2F)c1 | 9%
Cc1ccc(NC(=O)C2CCCN(S(=O)(=O)c3c(C)noc3C)C2)cc1 (centres undefined) | -12%
CCCCC1(CC(=O)OC)C(=O)N(c2ccccc2)N(c2ccccc2)C1=O | -5%
Cc1c(C(=O)C(=O)NCCC2=CCCCC2)c2ccccc2n1C | 27%
Cc1ccc(S(=O)(=O)N/N=C/c2cc(Br)ccc2O)cc1 | 4%[57.5 µM]
Cc1cccc(-n2ncc3c(N(CCO)CCO)ncnc32)c1 | 3%
OC(CNCC(c1ccc(Cl)cc1Cl)c1c[nH]c2ccccc12)c1ccccc1 (centres undefined) | ?

Part of the list above, field by field.
CC(C)Oc1cccc(C(=O)Nc2ccc(Br)cc2F)c1
  ERK EGF inh: 9%

Cc1ccc(NC(=O)C2CCCN(S(=O)(=O)c3c(C)noc3C)C2)cc1 (centres undefined)
  ERK EGF inh: -12%

CCCCC1(CC(=O)OC)C(=O)N(c2ccccc2)N(c2ccccc2)C1=O
  ERK EGF inh: -5%

Cc1c(C(=O)C(=O)NCCC2=CCCCC2)c2ccccc2n1C
  ERK EGF inh: 27%

More results.
SMILES | ERK EGF inh
Cc1ccc(NC(=O)CN2C(=O)NC(C)(c3ccc(Cl)cc3)C2=O)cc1S(=O)(=O)N1CCOCC1 (centres undefined) | -5%
CCCCn1ccnc1C | 1%[57.5 µM]
CCN1C(=O)CS/C1=N\S(=O)(=O)c1ccc(Cl)cc1 | 13%
Cc1c(/C=N/Nc2ccc(C(=O)O)cc2)c2ccccc2n1C | -1%[57.5 µM]
S=c1[nH]nc(-c2cccs2)n1Cc1ccccc1 | 0%
CCCCNc1c(N)n(CCCC)c(=O)[nH]c1=O | -27%
Cc1cc(=O)[nH]c(N/N=C/c2ccc3c(c2)OCCO3)n1 | -5%[57.5 µM]
O=C(COC(=O)c1ccccn1)Nc1cccc2ccccc12 | -3%
O=C(Nc1cccc(N=Cc2cc(Cl)cc(Br)c2O)c1)c1ccco1 | 10%
COc1ccc(C(=O)Nc2ccc([N+](=O)[O-])cn2)cc1OC | 6%
O=C(COC(=O)CCC(NC(=O)OCc1ccccc1)C(=O)OCC(=O)Nc1ccccc1)Nc1ccccc1 (centres undefined) | 0%
O=C(O)c1ccc(CNC(=S)Nc2ccccc2)cc1 | 6%
Cc1ccc(NC(=O)C2=CCN(S(=O)(=O)c3ccc(F)cc3)CC2)cc1 | 7%
CN(C)CCCSC(=N)N | -6%

Screens (PubChem BioAssay)

The list is partial. The share of hits here may be higher or lower than overall.
